Screening data: PubChem BioAssay, several laboratories
NR2E3 ag-1: agonists of human NR2E3 nuclear receptor | CHO-S Gal4-NCOR/VP16-NR2E3 two-hybrid, luciferase | inhibition of corepressor binding, % at 3.98 µM | 360,000 tested, 0.35% active | AID 602229;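 active means inhibition above the mean of all tested compounds plus 3 SD, cut at about 70% in these data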;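 further: 0% = DMSO with NR2E3 transfected cells and 100% = cells lacking NR2E3 construct; higher means lower luciferase signal from less NR2E3 corepressor binding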
Target sequence (Q9Y5X4 whole entry, looked up, the tested form may be a part): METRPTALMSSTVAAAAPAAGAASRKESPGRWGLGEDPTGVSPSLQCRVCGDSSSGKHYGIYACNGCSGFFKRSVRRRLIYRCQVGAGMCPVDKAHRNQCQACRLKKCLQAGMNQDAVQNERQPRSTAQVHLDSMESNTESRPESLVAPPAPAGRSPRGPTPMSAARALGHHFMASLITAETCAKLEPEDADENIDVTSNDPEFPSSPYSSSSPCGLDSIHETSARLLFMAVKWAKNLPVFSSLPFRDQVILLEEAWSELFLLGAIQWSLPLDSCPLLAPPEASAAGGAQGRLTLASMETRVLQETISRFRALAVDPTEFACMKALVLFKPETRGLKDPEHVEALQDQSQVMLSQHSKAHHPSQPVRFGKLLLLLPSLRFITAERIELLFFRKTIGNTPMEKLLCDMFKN
TROY signal inh: blocks TROY-dependent signaling in reporter cells; inhibition, % at 10 µM; AID 1347056; 360,000 tested, 0.98% active; Q293 LMP1-TROYcd NF-kB luciferase reporter, 4 h;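 active means compounds whose plate-normalised and pattern-corrected inhibition of the luciferase reporter signal at the single screening dose is 50% or more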
NR2E3 ag-2: NR2E3 (human) agonism; GST-NR2E3/biotin-RetCOR TR-FRET, 1536-well; inhibition of corepressor binding, % at 4.78 µM; 320,000 tested, 0.12% active; AID 2300;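 active means percent inhibition above the cutoff of mean plus 3 SD of all tested compounds, set per screening campaign, cut at about 20% in these data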;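 further: 0% = DMSO wells and 100% = biotin wells as full block of FRET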
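Test system – NR2E3–RetCOR corepressor complex · Quantity – NR2E3 fusion 1.35 nM · Buffer or medium – Tris pH 7.5 · Incubation – Compound–protein incubation for 5 h at 4 °C · Technique – TR-FRET, Eu(K)-anti-GST donor, streptavidin-D2 acceptor, ex 340, em 617/671 nm · Evaluation – percent inhibition of 671/617 nm emission ratio versus biotin and DMSO controls · Plate – 1536-well format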
TRPM1 prom inh: inhibitors of MITF-driven TRPM1 promoter in melanoma cells; 330,000 tested, 0.83% active; SK-MEL-5 TRPM1 promoter luciferase, 24 h; inhibition, % at 12.5 µM; AID 488899;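 active means mean inhibition across replicates of 60% or more, whatever share of single replicates reaches that level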; further: values of inactives mirror those of a sister screen read the other way
Peg3 prom inh: reduces Peg3 promoter-driven luciferase expression in HeLa. HeLa PEG-Prom luciferase reporter, luminescence, overnight. inhibition, % at 20 µM. 360,000 tested, 1.7% active. AID 588405;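 active means inhibition of at least 50% at 20 µM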
HIF-2a inh: HIF-2a inhibition; 786-0 RCC cells HIF-2a reporter, luciferase luminescence, overnight; inhibition, % at 18.8 µM; 360,000 tested, 0.72% active; AID 624352;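 active means inhibition of the luminescence signal of 40% or more relative to plate controls, in a single-dose primary screen at 18.75 µM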
Shn3 3UTR inh: reduces Shn3 3'UTR luciferase signal in osteoblasts. 360,000 tested, 0.52% active. inhibition, % at 12.5 µM. Clone20 osteoblast Shn3 3'UTR firefly luciferase, 24 h;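 active means mean inhibition of at least 75% with every replicate also reaching 75%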;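 further: 0% = median of neutral control wells and 100% = pilot-screen positive control compound; some compounds past the cut are filed as inactive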
CF NFkB inh: inhibitors of cystic fibrosis induced NF-kB. KKLEB NF-kB-GFP reporter, PAF-induced, GFP fluorescence overnight. inhibition, % at 5 µM. 360,000 tested, 0.86% active. AID 588850;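 active means at least 50% inhibition at 5 µM, scaled per plate between neutral and stimulator controls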;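 further: PAF is a Pseudomonas aeruginosa culture filtrate used as stimulus; plate controls were PAF-stimulated DMSO wells for no effect and unstimulated DMSO wells for full effect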
KKLEB tox: counter-screen for CF NF-kB inhibitors: cytotoxicity | KKLEB CF airway cells viability, ATPlite luminescence, overnight; active compounds read low; cells stimulated with P. aeruginosa culture filtrate | activity change (cytotoxicity), % at 5 µM | 360,000 tested, 0.36% active;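 active means corrected activity change at or below -50% at 5 µM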
C8 TRAIL sens: sensitizes caspase-8 expressing cells to TRAIL. NB7+C8 cells + TRAIL, ATPlite viability luminescence. inhibition (viability loss, TRAIL sensitization), % at 10 µM. 360,000 tested, 1% active;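 active means compounds causing at least 50% loss of cell viability in the single-dose screen, relative to plate controls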
TWEAK Fn14 block: blocks TWEAK-Fn14 interaction in a reporter cell assay. TWEAK-stimulated Fn14 reporter cells, luciferase luminescence, 8 h. inhibition, % at 10 µM. 360,000 tested, 2% active. AID 1159606; in the data active means inhibition above about 50%
* = called active by the depositor; / = not tested or not shown. Only part of the results is shown; rates above refer to the full screens.

Start of the data: the first 4 entries (preview)
SMILES	NR2E3 ag-1	TROY signal inh	NR2E3 ag-2	TRPM1 prom inh	Peg3 prom inh	HIF-2a inh	Shn3 3UTR inh	CF NFkB inh	KKLEB tox	C8 TRAIL sens	TWEAK Fn14 block
CC(C)(C)c1cc(C(=O)Nc2ccccc2)ccn1	-9	-3	0	-17	-68	-78	-5	13	-6	13	-16
O=C(Nc1ccc2c(c1)CCC2)c1cccc(OC(F)F)c1	-215	-58	2	/	-322	-364	-89	-5	2	16	-47
O=C(COC(=O)CCC(=O)c1ccc(F)cc1)NC1CCCCC1	-13	-2	/	-2	17	9	-1	8	6	13	-14
O=C(Nc1ccc(F)cc1)C1CCC(N2C(=O)c3ccccc3C2=O)CC1 (stereo not drawn)	-20	7	2	6	28	5	26	-1	3	4	-11

All compounds of this part, from the start:
SMILES	NR2E3 ag-1	TROY signal inh	NR2E3 ag-2	TRPM1 prom inh	Peg3 prom inh	HIF-2a inh	Shn3 3UTR inh	CF NFkB inh	KKLEB tox	C8 TRAIL sens	TWEAK Fn14 block
CC(C)(C)c1cc(C(=O)Nc2ccccc2)ccn1	-9	-3	0	-17	-68	-78	-5	13	-6	13	-16
O=C(Nc1ccc2c(c1)CCC2)c1cccc(OC(F)F)c1	-215	-58	2	/	-322	-364	-89	-5	2	16	-47
O=C(COC(=O)CCC(=O)c1ccc(F)cc1)NC1CCCCC1	-13	-2	/	-2	17	9	-1	8	6	13	-14
O=C(Nc1ccc(F)cc1)C1CCC(N2C(=O)c3ccccc3C2=O)CC1 (stereo not drawn)	-20	7	2	6	28	5	26	-1	3	4	-11
COCC(C)n1c(C)cc(C(=O)CSc2nnnn2-c2ccc(O)cc2)c1C (stereo not drawn)	-30	0	0	-22	-31	-64	-6	18	0	3	-18
Brc1ccc(CN2CCCCCC2)cc1	0	4	6	1	4	22	5	-2	3	-2	-1
COc1ccccc1C(=O)NCCOc1ccc(C(C)(C)C)cc1	22	11	-4	-3	-216	-14	19	7	-7	34	-4
CCOC(=O)C1=C(C)SC2=NS(=O)(=O)CCN21	6	1	3	8	9	21	9	-30	-2	-18	0
CCc1noc(C)c1C(=O)NNC(=O)c1nn(CC)c(=O)c2ccccc12	-1	11	1	0	20	13	-6	-4	5	-37	-13
Cc1ccc(C)c(NC(=O)COC(=O)c2nn(C)c(=O)c3ccccc23)c1	8	-6	/	-4	2	6	-1	-3	1	-5	-4
C/C(CC(=O)Nc1cc(C)ccn1)=N\NC(=O)c1cccc(F)c1	-49	-25	4	2	-17	-32	-13	5	4	-4	-1
N#Cc1c(F)cccc1NCc1cccs1	-7	-12	-7	-9	7	-5	5	17	-6	22	-8
c1ccc(-c2cccc(-c3ccccn3)n2)nc1	-21	-19	2	52	14	-19	88*	23	-10	-11	1
O=C(C1CCCN(c2nnc(-n3cccc3)s2)C1)N1CCN(c2ccccc2)CC1 (stereo not drawn)	4	-11	1	-5	7	-10	2	2	-8	10	8
COc1ccc(C(=O)Nc2c(O)ccc3ccccc23)cc1OC	-18	18	-2	13	24	15	-28	10	-4	14	11
CC(C)(C)c1ccc(OC(=O)Cn2c(C(F)(F)F)nc3ccccc32)cc1	-21	15	-1	-13	6	3	-12	-7	6	-3	-12
COc1ccccc1S(=O)(=O)N(C)C[C@H]1Oc2ncc(Br)cc2C(=O)N([C@H](C)CO)C[C@H]1C	-1	7	/	/	-9	14	-22	9	-2	-4	-11
COCC(C)OC(=O)c1c(N)n(CCCN2CCOCC2)c2nc3ccccc3nc12 (stereo not drawn)	5	-2	-1	-5	5	36	7	-4	14	4	11
CCNS(=O)(=O)c1ccc(NC(=S)NCc2ccco2)cc1	4	10	3	-3	-1	6	-6	2	-5	-8	-2
CCOC(=O)C1CCN(Cc2nnc(-c3ccccc3C)o2)CC1	-7	-16	-1	4	9	12	-1	2	0	-5	-15
CCCN1CCN(C(c2cc3cc4c(cc3[nH]c2=O)OCO4)c2nnnn2C(C)(C)C)CC1 (stereo not drawn)	6	-5	-4	-3	-4	6	-31	-7	2	-3	-6
Nn1c(SCC(=O)Nc2ccccc2)nnc1-c1cccnc1	-5	-12	1	-13	-4	-14	-30	10	-7	-7	-9
CCOC(=O)CNC(=O)Cn1cnc2c(nnn2-c2ccccc2)c1=O	-17	-5	1	-3	-1	11	0	-12	12	-4	9
CCc1ccc(NC(=O)N(CCN2CCOCC2)Cc2ccc3c(c2)CCCN3CC)cc1	-22	-2	-1	1	-4	-2	7	11	-31	7	-1
CCOc1ccc2[nH]c(SCC(=O)OC)c([N+](=O)[O-])c2c1	9	2	2	1	14	21	7	2	2	-2	-14
O=C(CN1C2=NCCCN2c2ccccc21)c1cccc(Br)c1	-7	-1	2	-5	-6	13	15	8	-8	1	1
OCC1(c2cc(C(F)(F)F)n[nH]2)CCCCC1	8	-16	3	-5	5	12	4	-12	-1	8	6
CC(CN1CCOCC1)OC(=O)c1ccc(Cl)cc1Cl (stereo not drawn)	-28	-23	-1	-8	8	-8	5	16	-15	5	-19
CCCOc1ccc(CC(=O)N/N=C\c2ccc(F)cc2)cc1	14	2	1	-8	8	11	14	4	10	0	17
COc1cc2c(cc1OC)-c1cc(Nc3ccccc3C)nc(=O)n1CC2	-26	8	-3	-22	16	6	21	16	-24	1	3
O=c1cc(N2CCc3ccccc3C2)[nH]c(=O)n1-c1ccc(Br)cc1	-4	-5	3	-16	-12	3	0	10	-9	-6	-10
CCN(CC)c1ccc2c(c1)C(=O)N(C)C2=O	-29	-21	-1	-18	-65	-96	-41	6	-5	12	-11
COc1ccc(-c2cn3cc(C(=O)NN)ccc3n2)cc1	-120	-21	0	-40	-138	-70	-83	-6	12	48	-16
O=C(O)C1(c2ccccc2)CCN(S(=O)(=O)c2ccc(Cl)cc2)CC1	-14	13	2	-2	16	20	-5	9	6	-8	15
COc1ccc(S(=O)(=O)Nc2noc3ccccc23)cc1OC	-16	4	5	12	-9	11	-3	-13	-7	-5	-7
OCCC1CN(Cc2cnc(-c3ccccc3)s2)CCN1C1CCCCC1 (stereo not drawn)	-9	-1	-2	-8	-2	0	-22	9	0	-2	10
CC(=O)N(c1nc(CCl)cs1)c1c(C)cc(C)cc1C	15	-6	2	-6	-8	12	-12	-4	12	-7	-26
Cc1nnsc1-c1nc2ccccc2[nH]1	17	-10	0	0	5	3	-4	-16	2	10	-16
O=C(NCCc1ccc(Cl)cc1)c1nnc(Cc2ccc(Cl)cc2)o1	-22	-7	4	-3	-3	-6	-17	-17	12	3	8
Cc1cc(C(=O)OCC(=O)Nc2nnc(C(C)C)s2)c2ccccc2n1	6	13	-3	-2	8	7	-7	0	12	1	-6
N#CCCN(C(=O)COC(=O)c1ccc2c(=O)n3c(nc2c1)CCC3)c1ccccc1	-29	-8	0	1	8	3	-13	12	-7	28	-1
COc1cc2c(c(OC)c1OC)-c1ccc(N(C)CC(OC)OC)c(=O)cc1[C@@H](NC(C)=O)CC2	-8	21	-2	73*	3	26	-30	42	-10	4	16
O=C(Nc1ccncc1)c1cc(S(=O)(=O)N2CCN(c3ccccc3)CC2)ccc1Cl	22	20	2	17	9	25	57	23	-5	-3	14
O=C1CC(NS(=O)(=O)c2cccnc2)CN1c1cccc(F)c1 (stereo not drawn)	-11	4	2	-3	-5	20	8	-4	-2	13	10
Cc1nc2c3ccccc3nc(NNC(=O)CCC(=O)NCCN3CCN(c4ccccc4F)CC3)n2n1	-39	-14	-2	-9	14	7	12	-25	2	4	-23
Cc1nn(CCC(=O)NNC(=S)NCC(C)C)c(C)c1Br	-3	-12	0	5	6	4	3	13	-12	-7	3
CC(C)COCC(O)CCC(=O)NNC(=S)Nc1ccccc1 (stereo not drawn)	11	-27	4	-16	-1	-21	11	9	0	5	1
Cc1cc(OCc2cc(C(=O)N(C)CCc3cnn(C)c3)no2)cc(C)c1Cl	-85	-35	2	-58	-353	-205	-61	19	-24	15	-33
Cc1cc(C)cc(NC(=O)Cn2cc(C=O)c3ccccc32)c1	-18	8	/	5	21	18	5	-2	-2	4	6
COc1cccc(OC)c1C(=O)NC(C)c1ccccc1 (stereo not drawn)	-15	/	3	-7	9	16	7	-5	6	0	3

(listing goes on)
SMILES	NR2E3 ag-1	TROY signal inh	NR2E3 ag-2	TRPM1 prom inh	Peg3 prom inh	HIF-2a inh	Shn3 3UTR inh	CF NFkB inh	KKLEB tox	C8 TRAIL sens	TWEAK Fn14 block
COc1ccc(C(C#N)Nc2ccc(C)cc2)cc1 (stereo not drawn)	-9	-39	2	0	-22	-7	-34	-7	-11	-5	-6
COc1ccc(S(=O)(=O)N2CCN(C/C=C/c3ccccc3)CC2)cc1NC(C)=O	-1	-4	0	4	18	3	9	-20	14	-6	-17
Cc1ccc(OCC(=O)NCCNC(=O)c2ccncc2)cc1	-11	7	0	2	-13	14	1	7	-9	3	2
CCn1cc(-c2csc(N)n2)c(C)n1	7	-1	1	5	3	-14	-18	0	5	7	-4
CCOCCCNC(=O)C(NC(=O)Cc1c[nH]c2ccccc12)c1ccc(OC)cc1 (stereo not drawn)	18	16	-4	-6	7	28	-17	-7	6	-5	0
CN(CCOc1ccccc1)S(=O)(=O)c1ccc2oc3ccccc3c2c1	-8	-10	-3	3	14	9	5	3	1	5	6
O=C(NCCn1cc(SCC(=O)N2CCOCC2)c2ccccc21)c1ccccc1	-16	16	0	/	-12	-44	14	6	-2	18	22
CN1CCN(P(=O)(c2ccccc2)c2nc3ccccc3s2)CC1 (stereo not drawn)	-20	-15	3	9	-15	-17	-16	4	7	1	12
CCOc1ccc(S(=O)(=O)N(CC)CC(=O)NCc2ccco2)cc1C	29	22	4	5	9	9	17	11	5	6	7
Cc1ccccc1-n1nc(C)c2cc(C(=O)N3CCN(S(=O)(=O)c4ccc(Cl)cc4)CC3)sc21	10	24	1	15	18	14	67	8	-2	-6	7
CCCOc1ccc(F)cc1-c1cc(C(=O)Nc2ccc(OC)nc2)[nH]n1	-3	-26	/	/	4	-20	18	-5	-2	-14	13
COc1cccc(NC(=O)CSc2nc3ncc(Br)cc3[nH]2)c1	66	18	0	-2	21	4	-3	-23	0	-23	9
Cc1ccc(S(=O)(=O)N(CC(O)CN2CCOCC2)c2cccc([N+](=O)[O-])c2)cc1 (stereo not drawn)	-4	-1	1	3	2	2	-12	-5	5	19	-7
COc1ccc(-c2c(C)n([O-])c3c([n+]2=O)CCCCC3)cc1OC	5	-24	0	4	4	11	6	-20	-6	28	-3
Oc1ccc(-c2[nH]nc(-c3ccccc3)c2-c2nc3ccccc3[nH]2)cc1	-6	-10	-6	2	14	26	1	0	-4	-4	21
O=C(Nc1ccc(F)cc1F)c1cc2ncc(CCCl)cn2n1	-9	-50	-2	-4	-37	-74	-38	8	1	1	-29
NC(=O)c1cc(NC(=O)c2ccc(NS(=O)(=O)c3cccs3)cc2)cc(C(N)=O)c1	6	9	1	6	10	14	-4	6	7	-5	16
COc1cc(C#N)c(NC(=O)CN2CCN(CCO)CC2)cc1OC	-11	4	3	11	-3	19	13	-2	-7	1	-16
